Dengue-2 NS5 capping – flavivirus cap methylation enzyme inhibition – biochemical, confirmation dose response, primary screen (AID 588689); Dengue-2 NS5 methyltransferase capping enzyme assay, biochemical; higher % means a stronger effect; inhibition, % at 25 µM; hits with a dose series show IC50 in µM; 340,000 tested, 0.3% active; in the data active = a potency from the dose series
Rac1 GTP hydrolysis – MgcRacGAP GTPase-activating activity inhibitors, confirmation, biochemical, ADP Hunter fluorescence | MgcRacGAP-stimulated Rac1 GTP hydrolysis, ADP Hunter fluorescence; higher % means a stronger effect; GST-tagged Rac1 F28L mutant substrate | one-dose inhibition, % at 30 µM; IC50 in µM for titrated hits | 340,000 tested, 0.6% active;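 active = first-screen hits whose inhibition reached a set limit at any dose in the follow-up dose series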;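 also: fluorescence reports GDP produced by GAP-driven GTP hydrolysis; strong numbers were not always called active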
Dengue-2 NS5 capping pilot replicate – recorded beside Dengue-2 NS5 capping, whose call it bears; inhibition, %; measured here: pilot screen replicate inhibition
* hit, by the source's call.

SMILES | Dengue-2 NS5 capping | Rac1 GTP hydrolysis | others
CCOC(=O)c1[nH]c(C)c(C(=O)OCC(=O)N(Cc2ccccc2)C(C)C)c1C | -7% | 8%
CN1OC[C@@H]2CN(C(=O)CCc3ccccc3)[C@H](c3cccc(N4CCOCC4)c3)C[C@@H]21 | -2% | 13% | Dengue-2 NS5 capping pilot replicate=1.5
Cc1cn([C@H]2C[C@H](O)[C@@H](CNC(=O)[C@H](N)C3CC3)O2)c(=O)[nH]c1=O | 0% | 8%
CCOC(=O)CN(c1sc(C)c(C)c1C(=O)OCC)S(=O)(=O)c1ccc(C)cc1 | 5% | 0%
C[C@H]1[C@@H](c2ccccc2)Oc2ccc(Cl)cc2S(=O)(=O)N1Cc1ccc(F)cc1F | 2% | 7%
Cc1noc(C)c1S(=O)(=O)Nc1ccc2c(c1)C(=O)N([C@@H](C)CO)C[C@@H](C)[C@@H](CN(C)CC1CCCCC1)OCCCC[C@@H](C)O2 | -7% | 15%
Cn1nc(CC#N)c2c(=N)n(N)cnc21 | 11% | 2%
COc1cc(NC(=O)C[n+]2ccc(C(=O)c3ccccc3)cc2)cc(OC)c1 | -9% | -3%
CC12CCC(C(NC(=S)NN)C1=O)C2(C)C (stereo not drawn) | -1% | 8%
CC1O[C@@H](OC2C(O)C(C)O[C@H](OC(=O)[C@]34CCC(C)(C)C[C@H]3C3=CCC5[C@@]6(C)CC(O)C(O[C@@H]7OC(CO)C(O)[C@@H](O)[C@@H]7O)[C@@](C)(C(=O)O)C6CC[C@@]5(C)[C@]3(CO)CC4)C2O[C@H]2OC(C)[C@@H](O[C@@H]3OCC(O[C@@H]4OC(CO)C(O)[C@H](O)C4O)[C@@H](O)[C@@H]3O)[C@H](O)C2O)C(O)C(O)C1O (stereo partly drawn) | 1% | 13%
CCC(C(N)=O)N1C(=O)C2C3CCC(C3)C2C1=O (stereo not drawn) | -4% | -10%
Cc1cc(OCC(=O)OCC(=O)N2CCCCC2)ccc1Cl | -6% | 2%
C[C@H](CO)N1C[C@H](C)[C@H](CN(C)C(=O)c2ccccc2)OCc2cnnn2CCCC1=O | -2% | 15%
CCC[C@@H](CN1CCC[C@H]1CN1C(N)=NC[C@H]1C(C)C)N1C[C@@H]([C@H](C)CC)N(CCCC2CCCC2)C1=N | -5% | 7% | Dengue-2 NS5 capping pilot replicate=-0.6
O=C(NN=Cc1cccc2ccccc12)C(=O)NN=Cc1cccc2ccccc12 | -11% | 2%
O=S(=O)(c1cccnc1)N1CCCC(Nc2ccc(F)c(F)c2)C1 (stereo not drawn) | 4% | 5%
O=S(=O)(c1ccc2c(c1)OCCO2)N1CCN(S(=O)(=O)c2ccccn2)CC1 | 1% | 9%
CN1C(=O)N(CC(=O)N2CCN(c3ncccn3)CC2)C(=O)C12CCCCC2 | 4% | 0%
Cc1ccc(S(=O)(=O)N2CCCCC2)cc1NC(=O)CCNC(=O)c1ccc([N+](=O)[O-])cc1 | 1% | 2%
CC1(C)CC(=O)C=C(c2ccc(COC(=O)c3ccccc3)cc2)C1=O | 4% | 11%
Cc1ccc(CNc2ncnc3[nH]ncc23)cc1 | 6% | 0%
CCOC(=O)C=Cc1ccc(C(=O)OCC)[nH]1 | -2% | 1%
CC1(C)O[C@@H]2[C@H](O1)[C@@H](CO)O[C@H]2n1cc(Br)c(=O)[nH]c1=O | -18% | 10%
O=C(O)CN1C(=O)/C(=C\c2ccccc2OCc2ccccc2)SC1=S | 36µM* | 19%
CC(=O)N1CCN(c2ccc(NC(=O)c3cccc(F)c3)cc2)CC1 | 4% | 12%
NC(=O)C1CCN(C(=O)c2ccc(NS(=O)(=O)/C=C/c3ccccc3)cc2)CC1 | -2% | -1%
CC(C)[C@H](NC(=O)c1ccc([N+](=O)[O-])cc1Cl)C(=O)N1CCN(C/C=C/c2ccccc2)CC1 | -10% | -1%
CCOC(=O)[C@H]1[C@H]2COc3ccc(Cl)cc3[C@H]2N2C(=O)CNC(=O)[C@@]12C | -1% | 13%
O=C(Cc1ccccc1)c1ccc(O)cc1O | 6% | -2%
C[C@H]1CN([C@@H](C)CO)C(=O)c2cccc(NC(=O)Nc3ccc(C(F)(F)F)cc3)c2O[C@@H]1CN(C)Cc1ccc(Cl)c(Cl)c1 | -11% | 10%
O=Cc1ccc2c(c1)OCCOCCOCCOCCO2 | -1% | 8%
O=C1C=CC(=O)N1CCCCCCCCCCN1C(=O)C=CC1=O | -6% | 3%
CCCCC1SC(N)=NC1=O (stereo not drawn) | -5% | 4%
COc1ccc(OC)c(C(=O)CN2C(=O)C(=O)N(C3CCCC3)C2=O)c1 | 5% | 3%
CC(C)CC1NC(=O)c2cc3ccccc3cc2-n2c1nc1ccc(F)cc1c2=O (stereo not drawn) | 3% | -1%
CN(c1ccccc1)S(=O)(=O)c1cccc(NC(=O)CSc2nccc(=O)[nH]2)c1 | -3% | -1%
CC[C@]12C(=O)N(C)C[C@H]([C@@H]3C(=O)N(C)C(=O)[C@@H]31)N2C(=O)c1ccc(Cl)c(Cl)c1 | -4% | 6%
COc1ccccc1CNC(=O)COC(=O)c1c[nH]c2ccccc12 | -9% | 2%
COc1ccc(OC)c(C(=O)COC(=O)c2ccc([N+](=O)[O-])o2)c1 | 1% | 6%
CCN1C(c2ccc(F)cc2)=CS/C1=C(/C#N)c1nnc2n1-c1ccccc1SC2 | -1% | 9%
COC(=O)C1CCN(C(=O)CN2C(=O)NC(CC(C)C)C2=O)CC1 (stereo not drawn) | -2% | 3%
CCOc1ccc(S(=O)(=O)NCc2cccnc2)cc1NC(=O)c1ccccc1 | -3% | 5%
COc1ccc(Br)cc1C1=CC(=O)C[C@H](c2ccc(F)cc2)C1 | 4% | 11%
CC[C@@]1(C(=O)OC)N[C@H](CN(C)C(=O)c2ccc(F)cc2)[C@@H]2C(=O)N(Cc3ccccc3)C(=O)[C@@H]21 | -1% | 1%
COc1ccc(C(=O)NCC(=O)OCC(=O)NC2CCCCCC2)cc1OC | 0% | 6%
CC(=O)Nc1cc2c(c([N+](=O)[O-])c1C)C(C)(C)CC2(C)C | -5% | -3%
C[C@@H]1CN([C@H](C)CO)C(=O)CCCn2cc(nn2)CO[C@H]1CN(C)C(=O)Nc1cccc2ccccc12 | 0% | 7%
C[C@@H]1CN([C@@H](C)CO)C(=O)CCCn2nncc2CO[C@H]1CN(C)S(=O)(=O)c1ccc(-c2ccccc2)cc1 | -4% | 13%
COc1ccc(C(=O)OCC(=O)NCc2cccs2)c(OC)c1OC | -2% | 2%
CCCc1cc(NC(=O)COC(=O)c2ccc(O)cc2O)n(-c2ccccc2)n1 | -2% | 4%
COc1ccccc1NC(=O)c1ccc2c(=O)n3c(nc2c1)CCC3 | -4% | 2%
O=C(OCc1ccc([N+](=O)[O-])cc1)C1CC(=O)N(Cc2ccccc2)C1 (stereo not drawn) | 7% | -1%
COc1cc(NC(=O)COc2cc(C)cc3oc(=O)cc(C)c23)cc(OC)c1OC | -1% | -5%
Cc1nc2sccn2c(=O)c1S(=O)(=O)NCC1CCN(Cc2ccc(Cl)cc2)CC1 | 7% | 18%
O=C1c2cc3c(cc2CCC1c1ccc2c(c1)OCO2)OCO3 (stereo not drawn) | 6% | 5%
CCN(CC)C(=O)C1=C(C)N(Cc2ccc(F)cc2)C(=O)C(CC(=O)NCc2cccc3ccccc23)C1 (stereo not drawn) | -6% | -9%
Cc1ccc(-c2nn(-c3ccc(F)cc3)cc2C(=O)NCCCN2CCCC2=O)cc1 | 3% | 4%
COc1ccccc1-c1sc2cc3c(cc2c1-c1ccc(OCCN2CCOCC2)cc1)OCO3 | -4% | 7% | Dengue-2 NS5 capping pilot replicate=5.4
CC(=O)c1c(C)[nH]c(C(=O)OCC(=O)c2ccc(C)s2)c1C | -2% | 3%
O=C(CN1C(=O)NC2(CCCCCC2)C1=O)NCc1ccc(F)cc1 | 12% | -1%

Quoted at random: 5 entries already listed, in no set order.
SMILES | Dengue-2 NS5 capping | Rac1 GTP hydrolysis | others
CCN(CC)C(=O)C1=C(C)N(Cc2ccc(F)cc2)C(=O)C(CC(=O)NCc2cccc3ccccc23)C1 (stereo not drawn) | -6% | -9%
COc1ccc(Br)cc1C1=CC(=O)C[C@H](c2ccc(F)cc2)C1 | 4% | 11%
COc1cc(NC(=O)COc2cc(C)cc3oc(=O)cc(C)c23)cc(OC)c1OC | -1% | -5%
Cc1nc2sccn2c(=O)c1S(=O)(=O)NCC1CCN(Cc2ccc(Cl)cc2)CC1 | 7% | 18%
C[C@@H]1CN([C@@H](C)CO)C(=O)CCCn2nncc2CO[C@H]1CN(C)S(=O)(=O)c1ccc(-c2ccccc2)cc1 | -4% | 13%

Next section:
SMILES | Dengue-2 NS5 capping | Rac1 GTP hydrolysis | others
COc1ccc(C2=CN(Cc3ccccc3)C(c3ccccc3)CC2=O)cc1 (stereo not drawn) | 3% | 5%
COc1ccc(NC(=O)c2ccc(NC(=O)CN3CCN(c4ccccc4)CC3)cc2)cc1 | 3% | -2%
CCN1Cc2c(cc(OC)c(OC)c2OC)-c2ccccc2S1(=O)=O | 3% | 2%
Cc1nnc(NC(=O)c2ccc(F)c(S(=O)(=O)N3CCOCC3)c2)s1 | 7% | 4%
Cc1cccc(NC(=O)CSc2nc3sc(C)cc3c(=O)n2C)c1 | -7% | 9%
O=C(O)c1ccsc1Cc1cccs1 | 2% | 0%
C[C@H](OC(=O)c1[nH]cnc1C(=O)N1CCN(C(=O)OC(C)(C)C)CC1)c1ccccc1 | -6% | 6%
O=C(COC(=O)c1cccc([N+](=O)[O-])c1)Nc1ncc(Br)s1 | 14% | 6%
Cc1ccc2c(c1)[C@H]1[C@H](CO2)[C@H](c2ccccc2)[C@]2(C)C(=O)Nc3ccc(Cl)cc3C(=O)N12 | -1% | 4%
COc1cc2c(cc1OC)C(Cc1cc(OC)c(OC)cc1[N+](=O)[O-])=NCC2 | 5% | 10%
CC(C)OC(=O)c1ccc(NCc2cc(O)ccc2O)cc1Cl | -5% | 18%
CCC/C=C/c1ccc(CN2C(C)C(=O)N(Cc3cn(Cc4ccco4)nn3)CCS2(=O)=O)cc1 (stereo not drawn) | 1% | -4%
CN(C)C(CNC(=O)C1CCN(S(=O)(=O)c2ccccc2C(F)(F)F)CC1)Cc1ccccc1 (stereo not drawn) | 1% | 7%
CCCC(C)Sc1nc2c([nH]1)c(=S)n(C)c(=O)n2C (stereo not drawn) | -10% | 3%
CSc1nc2ccc(NC(=O)c3cccs3)cc2s1 | 5% | -9%
CC(C)COC(=O)N(C)C[C@@H]1OCc2cnnn2CCCC(=O)N([C@H](C)CO)C[C@H]1C | 0% | 7%
CCOC(=O)c1c(C)[nH]c(C(=O)COC(=O)c2cccnc2Cl)c1C | -5% | 4%
CCc1ccc2c(COC(=O)C3CC(=O)N(CCc4ccccc4)C3)cc(=O)oc2c1 (stereo not drawn) | 0% | 5%
CCOC(=O)C1(NC(=O)CN2C(=O)c3ccccc3C2=O)CCCC1 | 10% | 2%
CCCCC(=O)OC1CCC2C3CCc4cc(O)ccc4C3CCC12C (stereo not drawn) | 0% | -2%

Next part; the last 4 above are carried over.
SMILES | Dengue-2 NS5 capping | Rac1 GTP hydrolysis | others
CCOC(=O)c1c(C)[nH]c(C(=O)COC(=O)c2cccnc2Cl)c1C | -5% | 4%
CCc1ccc2c(COC(=O)C3CC(=O)N(CCc4ccccc4)C3)cc(=O)oc2c1 (stereo not drawn) | 0% | 5%
CCOC(=O)C1(NC(=O)CN2C(=O)c3ccccc3C2=O)CCCC1 | 10% | 2%
CCCCC(=O)OC1CCC2C3CCc4cc(O)ccc4C3CCC12C (stereo not drawn) | 0% | -2%
C=CCN1c2ccccc2Sc2cnccc21 | -2% | 9%
COc1ccccc1N(C)S(=O)(=O)c1ccc(C(=O)NCc2ccccc2CN2CCCC2)cc1 | -4% | 6%
O=c1cc(C=NNc2ccc([N+](=O)[O-])cc2)[nH]c(=O)[nH]1 | -15% | -6%
CN(CC(=O)Nc1cccc(C(F)(F)F)c1)C1=NS(=O)(=O)c2ccccc21 | 9% | 0%
C[C@H](CO)N1C[C@H](C)[C@@H](CN(C)C(=O)Nc2ccccc2)Oc2ccc(NC(=O)NC3CCCCC3)cc2C1=O | -1% | 10%
O=C(NCCN1CCOCC1)c1cc(-c2ccccc2)nc2ccccc12 | 6% | 2%
O=C(NCCc1ccc2c(c1)OCCO2)c1cc(S(=O)(=O)N2CCCC2)ccc1Br | -15% | 6%
COc1ccc(C2=NOC(Cn3nc(-c4ccccc4)cc3C(=O)NCc3cccc(Br)c3)C2)cc1 (stereo not drawn) | 5% | 10%
O=[N+]([O-])c1ccccc1N=NNc1ccccc1 | -1% | 4%
CN(CC(=O)Nc1ccccc1Cl)C(=O)CSc1nnc(-c2ccco2)n1C | -9% | 2%
CCOC(=O)N1CCN(S(=O)(=O)N2CCCC(C(=O)NCc3ccccc3OCC)C2)CC1 (stereo not drawn) | -10% | 12%
O=C(COC(=O)c1ccc[n+]([O-])c1)Nc1ccc([N+](=O)[O-])cc1C(F)(F)F | -3% | -3%
COc1ccccc1C(=O)NCC(=O)OCc1nnc(-c2ccccc2)o1 | -5% | 20%

Compound activity from PubChem.

Only part of the results is shown; the hit share may differ from the screen's.
